S1P4 antagonist = human S1P4 receptor antagonism; inhibition, % at 4.98 µM; S1P4-expressing cells, antagonist mode, reporter read-out; 0.26% of 220,000 active; in the data active = inhibition above about 29%;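 note: 0% = wells stimulated with agonist and 100% = vehicle wells without agonist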
EP2 mod = modulates human prostaglandin E2 receptor EP2 signaling; induction, % at 25 µM; EP2-expressing cells, cAMP HTRF FRET, PGE2 co-stimulation; 0.83% of 260,000 active;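 active = compounds whose cAMP rise, as percent of the full-agonist control response, exceeds 60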;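 note: rat C6 glioma line stably carrying human EP2 under a CMV promoter; the protocol text gives 20 µM as final concentration; 100% = response of wells given 1 µM PGE2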
NPY-Y1 antag = blocks the human neuropeptide Y Y1 receptor. P25929. HEK293-CNG Y1 cells, membrane potential fluorescence; NPY at EC95, then isoproterenol. inhibition, % at 3.6 µM. 1% of 200,000 active. AID 1040;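 active = inhibition above the campaign mean inhibition of all tested compounds plus 3 SD, cut at about 20% in these data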;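 note: 0% = DMSO wells given NPY plus isoproterenol and 100% = isoproterenol alone without NPY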
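Material: HEK293 Y1/CNG channel cell line | Also added: NPY (25 nM), isoproterenol (1 µM), Ro 20-1724 (25 µM) | Compound: One concentration, 3.6 µM, in 0.4% DMSO | Schedule: 3 h dye uptake, 1 h room-temperature compound, 45 min post-isoproterenol | Signal: Membrane-potential fluorescent dye readout | Read-out: % inhibition of NPY effect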
eIF4E-4G inh = blocks eIF4E binding to eIF4G; TR-FRET eIF4E-eIF4GI(517-606) binding, 2 h; 0.37% of 220,000 active; inhibition, % at 21.7 µM;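 active = inhibition above about 30%, limit read from the data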;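 note: 0% = full FRET control wells and 100% = background wells lacking eIF4GI fragment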
EP2 antag = inhibitors of human EP2 prostaglandin E2 receptor; P43116; C6 glioma cells expressing human EP2, cAMP TR-FRET; cells stimulated with saturating PGE2; inhibition, % at 25 µM; 0.52% of 260,000 active;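 active = percent inhibition above 40 after rounding to a whole number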;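 note: rat C6 glioma host cells with rolipram phosphodiesterase inhibitor present; the protocol text gives 20 µM as final concentration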
S1P4 agonist = activates the human S1P4 receptor; O95977; 0.35% of 220,000 active; activation, % at 4.98 µM; S1P4-expressing cell line, agonist reporter assay; in the data active = activation above about 11%;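 note: 0% = DMSO vehicle and 100% = reference agonist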
p97 inhibitor = blocks human p97 ATPase activity. recombinant p97 ATPase, Kinase-Glo ATP luminescence, 3 h. inhibition, % at 8 µM. 0.42% of 220,000 active. P55072; in the data active = inhibition above about 15%;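 note: 0% = DMSO vehicle and 100% = wells lacking enzyme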
NPY-Y2 PAM-ag = potentiators or agonists of human neuropeptide Y receptor Y2 | cells expressing NPY-Y2, potentiator/agonist read-out | 0.45% of 220,000 active | activation, % at 3.6 µM; in the data active = activation above about 27%;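 note: cells stimulated with NPY near EC25 plus isoproterenol at EC100; 0% = vehicle plus submaximal agonist and 100% = vehicle plus saturating agonist; some results beyond the cut were filed as inactive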
NPY1 pot ag = potentiators or agonists of human neuropeptide Y receptor Y1; 0.37% of 220,000 active; activation, % at 3.6 µM; NPY-Y1 expressing cells, potentiator/agonist activation; P25929; in the data active = activation above about 33%, passing the limit was not always enough;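 note: cells stimulated with NPY at EC10 then isoproterenol at EC100; 0% = low agonist plus stimulus and 100% = saturating agonist plus stimulus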
Starred values were filed as active, the others as inactive; . = not tested or not shown; & = joins results of further samples; [ ] = remark or other dose. Some of the compounds tested, so the mix of outcomes need not match the whole.

SMILES	S1P4 antagonist	EP2 mod	NPY-Y1 antag	eIF4E-4G inh	EP2 antag	S1P4 agonist	p97 inhibitor	NPY-Y2 PAM-ag	NPY1 pot ag
CN(C)c1ccc(P(=O)(Nc2ccc([N+](=O)[O-])cc2)N2CCOCC2)c(NC(=O)c2cccs2)c1 (stereo unspecified)	-9	-3	3	1	8	-0.7	-1	-13	13
CCOC(=O)c1c(C)c(C(=O)NC(C)COC)c(C)n1CC (stereo unspecified)	-8	15	2	1[fluorescence artefact?]	9	2.2	5	-3	2
CC1Cc2ccccc2N1C(=O)c1cc2c(=O)n3ccccc3nc2n1C (stereo unspecified)	0	-22	-2	-4	7	2.5	-1	-4	-13
COc1ccc(C(CCNC(C)c2ccccc2)C(C)C)cc1 (stereo unspecified)	14	15	.	2	23	-1.0	7	0	4
Cn1c(CCNC(=O)c2ccccc2Cl)n[nH]c1=S	0	35	6	-5[fluorescence artefact?]	4	0.0	2	-2	2
O=C(COC(=O)CCCNC(=O)c1ccc(Cl)cc1)Nc1cc(Cl)ccc1Cl	-12	6	1	20[fluorescence artefact?]	4	1.8	2	11	-2
CCc1n[nH]c(=S)n1N=C1CCC(C)CC1 (stereo unspecified)	10	43	-5	4	7	0.7	5	10	16
CCOC(=O)c1ccc(NS(=O)(=O)c2ccc3c(c2)CCCN3C(C)=O)cc1	22	-1	-2	6	8	1.6	2	-10	-24
Cn1nnc(NC(=S)NC(=O)c2ccccc2)n1	-6	-2	.	1	6	0.7	-3	4	0
CCOCC(O)CNC(=O)c1ccc(OC2CCN(C(=O)c3cccnc3)CC2)cc1 (stereo unspecified)	3	22	.	-1	6	-1.1	5	-6	-4
O=C(Cc1ccc(-n2cnnn2)cc1)NC12CC3CC(CC(C3)C1)C2	-6	2	-3	-1	16	-2.3	4	-10	-1
Cc1nn(CC2CC2)c(=O)n1-c1ccc(C(C)C)cc1	-7	1	-3	3	11	1.1	1	8	17
Cc1cc(C)cc(N2CC(c3nc4ccccc4n3C)CC2=O)c1 (stereo unspecified)	-11	6	7	2	4	0.7	-8	3	4
C#CCOCCOCCOCCNc1nc(N2CCN(C(=O)[C@H](CCCCN)n3cc(CCCC)nn3)CC2)nc(N2CCN(C(=O)[C@H](CCCCN)n3cc(CCCC)nn3)CC2)n1	0	34	1	5	14	2.6	2	7	-10
COc1ccc(CC(NC(C)=O)C(=O)N2CCN(C(=O)Nc3ccc(Cl)cc3)CC2)cc1OC (stereo unspecified)	-4	-1	-5	1	6	1.5	2	17	21
O=C(CN1c2cccc3cccc(c23)S1(=O)=O)Nc1cccc(S(=O)(=O)N2CCOCC2)c1	-15	7	6	-2	4	3.1	3	-9	-6
COC(=O)c1ccccc1NC(=O)CSc1nnnn1-c1ccc(C)cc1C	6	-19	5	-9	6	-0.3	0	0	-13
CCOC(=O)c1ccc(S(=O)(=O)N2CCN(CC(=O)NC(=O)NC(C)(C)C)CC2)cc1	5	5	4	-4	5	0.2	-3	-7	6
CCCNC(=S)Nc1ccc(Cl)cc1C	-8	12	7	4	8	-1.6	3	-10	-25
CN(Cc1cc(-c2ccccc2)on1)C(=O)c1cc(COc2c(F)cccc2F)on1	-8	-13	7	0	5	1.6	-5	-10	-15

The closing 3 entries of the section before come first, to join the parts.
SMILES	S1P4 antagonist	EP2 mod	NPY-Y1 antag	eIF4E-4G inh	EP2 antag	S1P4 agonist	p97 inhibitor	NPY-Y2 PAM-ag	NPY1 pot ag
CCOC(=O)c1ccc(S(=O)(=O)N2CCN(CC(=O)NC(=O)NC(C)(C)C)CC2)cc1	5	5	4	-4	5	0.2	-3	-7	6
CCCNC(=S)Nc1ccc(Cl)cc1C	-8	12	7	4	8	-1.6	3	-10	-25
CN(Cc1cc(-c2ccccc2)on1)C(=O)c1cc(COc2c(F)cccc2F)on1	-8	-13	7	0	5	1.6	-5	-10	-15
COc1ccc2[nH]c(O)c(N=NC(=N)N)c2c1	-5	9	7	-5	11	-0.9	1	1	-22
O=C(CSc1ncc(C(F)(F)F)cc1Cl)N1CCN(S(=O)(=O)c2ccccc2)CC1	6	-5	0	1	20	0.6	0	0	-11
O=C(CN(c1cccc(C(F)(F)F)c1)S(=O)(=O)c1ccc(Cl)c([N+](=O)[O-])c1)NCc1ccc(F)cc1	6	-16	-12	-2	10	3.1	2	36*	39
CCc1ccc(C(=O)NC(C(=O)O)C(C)C)cc1 (stereo unspecified)	-3	20	10	3	4	-0.9	2	-32	-27
CCN(CC)C(=O)COC(=O)c1ccc(C)c(NC(=O)c2ccco2)c1	-6	-17	-3	0	5	0.6	0	9	6
CC1Cc2ccccc2N1C(=O)COC(=O)c1ccc(O)cc1 (stereo unspecified)	7	9	.	5	9	0.5	-1	-8	10
Cc1ccccc1N1C(=O)CC2(CCCC2)CC1=O	-11	20	1	2	10	1.4	5	2	8
Brc1ccc(COc2ncnc3ccccc23)cc1	-18	2	-2	2	8	0.2	2	-5	-18
COc1ccc(C(=O)NCCc2ccc(F)cc2)cc1OC	-21	-14	0	0	11	-1.0	1	-5	-5
Cn1c(SCC(=O)c2c(N)n(C)c(=O)n(C)c2=O)nnc1-c1ccc(F)cc1	1	18	-4	-1[fluorescence artefact?]	10	-0.3	-1	-1	-6
Cc1ccc(SCCC(=O)Nc2ccc(OCc3ccccc3)cc2)cc1	-14	16	7	5[fluorescence artefact?]	8	1.0	0	-19	1
C/C=N\NC(=O)CNC(=O)CNC(=O)c1ccccc1	-9	31	3	2	5	0.2	5	-11	-4
CCC(NC(=O)c1ccccc1NC(=O)c1ccccc1)C(=O)O (stereo unspecified)	7	8	-1	6	9	1.7	8	18	14
CC(=O)Nc1ccccc1-c1nc2ccccc2nc1OCC(=O)c1ccc(Br)cc1	-4	16	9	0	5	0.2	0	-3	8
O=C(NC(=S)Nc1nc(-c2ccccc2)cs1)c1ccco1	-2	-28	-3	-2	8	-0.1	-1	-7	2
Cc1ccc2[nH]c(=O)c(CN(Cc3ccccc3Cl)C(=O)N3CCOCC3)cc2c1	7	-12	8	-3	8	-3.0	-3	7	6
Cc1ccc(S(=O)(=O)N2CC=C(c3c(C)n(C)c4ccccc34)CC2)cc1	-16	-28	0	6	9	-0.2	3	10	4
CC(=O)Nc1cc[n+](C(C)C(=O)c2ccc(Cl)cc2)cc1 (stereo unspecified)	6	18	6	2	6	-0.9	7	6	-7
O=[N+]([O-])c1ccccc1NCCNS(=O)(=O)c1ccc(Cl)cc1	-8	-12	9	-5[fluorescence artefact?]	7	1.9	5	-11	-16
NC(=O)N[C@@H](Cc1c[nH]c2ccccc12)C(=O)OCC(=O)N1CCCCC1	1	6	4	-2	17	1.1	-7	-10	-12

NPY-Y2 PAM-ag: what is marked active above.
structure,S1P4 antagonist,EP2 mod,NPY-Y1 antag,eIF4E-4G inh,S1P4 agonist,p97 inhibitor,NPY-Y2 PAM-ag,NPY1 pot ag
O=C(CN(c1cccc(C(F)(F)F)c1)S(=O)(=O)c1ccc(Cl)c([N+](=O)[O-])c1)NCc1ccc(F)cc1,6,-16,-12,-2,3.1,2,36*,39

(next part)
SMILES	S1P4 antagonist	EP2 mod	NPY-Y1 antag	eIF4E-4G inh	EP2 antag	S1P4 agonist	p97 inhibitor	NPY-Y2 PAM-ag	NPY1 pot ag
Cc1cc(NC(=O)CCCSc2nc(-c3ccco3)cc(C(F)(F)F)n2)n(-c2ccccc2)n1	-4	4&-33	9	5	10&16	2.0	-3	-25	-13
Cc1n[nH]c(C)c1CCc1nc2c3ccccc3nc(SCC(=O)Nc3ccccc3F)n2n1	3	1	3	15	7	-1.3	-10	-12	-1
CCOc1ccc(C(O)c2nccn2Cc2ccccc2)cc1 (stereo unspecified)	4	-13	7	3	13	0.7	-3	-24	-18
CCc1ccccc1NC(=O)Nc1cccn(Cc2ccc(F)cc2)c1=O	1	-12	1	4	5	-0.4	10	8	-15
O=[N+]([O-])c1ccc(C[n+]2cccc3c4ccccc4ccc32)cc1	4	3	-4	9	10	1.2	3	-8	3
O=C1NC(=S)S/C1=C\c1cc2ccccc2nc1N1CCCCC1	5	-22	.	3	30	0.6	0	14	35
Cn1cc(S(=O)(=O)Nc2ccc(OC(F)(F)F)cc2)c(=O)n(C)c1=O	15	-6	.	4	12	0.0	-4	-1	-24
Clc1ccc(-n2nnc(-c3cccnc3)n2)cc1Cl	-3	3	0	-1	6	-1.2	6	-14	4
CCCCn1c(CN2CCOCC2)nc2c1c(=O)n(C)c(=O)n2C	0	.	3	.	7	2.6	1	-4	-7
O=C(COc1ccccc1-c1ccccc1)NCc1ccco1	0	29	4	-1	5	2.1	1	0	-6
COc1ccc(N(CC(=O)NC(C)(C)C)S(=O)(=O)c2ccccc2)cc1OC	-4	32	4	-1[fluorescence artefact?]	6	-1.4	-3	-5	-15
CN1/C(=C\C(=O)C(F)F)C(C)(C)c2ccccc21	-13	1	6	-8	11	1.1	5	13	-2
CC(C)(C)n1nnnc1C(c1cccnc1)N1CCN(c2ccccc2)CC1 (stereo unspecified)	-13	-3	2	-1	12	-0.4	-1	-1	29
N#Cc1c(N)nc2c(c1-c1cccs1)CCCC2	-6	20	2	2	6	1.5	1	-4	-11
CSc1nc2c(c(-c3ccc(O)cc3)c1C#N)CCC2	-3	60	0	1	13	0.1	4	1	-16
COc1cc(/C=C/C(=O)O)cc(S(=O)(=O)NCCCO)c1OC	0	16	-2	-2	.	0.9	1	15	10
Cc1nn(CCOc2ccccc2)c(=O)n1-c1ccccc1	2	20	1	-1	2	-1.5	-3	-1	-3
COc1nc(SC)nc(Cl)c1Cc1ccc(OC(C)C)cc1	-2	-7	8	9	6	-1.9	5	-11	-20
Cc1ccc(OCCOCCNC(C)(C)C)c([N+](=O)[O-])c1	5	-3	-2	-4[fluorescence artefact?]	4	0.0	2	10	-3
CCOC(=O)N1CCN(C(=O)c2ccc(SC)cc2OC)CC1	-20	0&3	6	1	10&4	2.6	1	-4	10
O=C(NCCn1cc(SCc2ccccc2)c2ccccc21)c1ccccc1F	-2	1	7	5	10	-0.1	-1	6	-18
Cc1cc(NC(=O)/C=C/C(=O)N(CC(=O)NC2CCCC2)c2ccc(F)cc2)no1	2	18	3	3	5	0.7	-2	3	7
Cc1ccc2nc(-c3ccc(NC(=S)NC4CC(C)(C)NC(C)(C)C4)cc3)sc2c1	8	-53	-7	21	12	-0.1	7	14	26
Cc1nc(S(=O)(=O)N2CCN(C3c4ccccc4-c4ccccc43)CC2)cn1C	4	-12	.	4	12	-0.2	4	17	18
CCN(C(=O)c1cccs1)c1nnc(-c2ccncc2)s1	-6	-25	0	-2	13	-1.5	-3	8	5
O=[N+]([O-])c1ccc(S(=O)(=O)Nc2ccc(-c3csc(-c4ccccc4)n3)cc2)cc1	-16	-32	-7	-1	5	-2.1	1	14	10
COC(=O)/C=C1\S/C(=N/NC(=O)c2ccc(OC)cc2)NC1=O	-16	11	2	-1	5	1.5	0	-3	-4
O=C(/C=C/c1ccc2c(c1)OCCCO2)c1ccc2ccccc2c1O	-15	-1	1	-1	4	-0.7	3	-13	-14
CC(O)Cc1nsc(NC(=O)c2cccs2)n1 (stereo unspecified)	-10	15	-4	-4	7	-0.3	-11	10	3
COc1ccc(C2c3c(ncn(CCCN4CCOCC4)c3=N)Oc3ccc4ccccc4c32)cc1OC (stereo unspecified)	11	-31	.	-3	9	0.6	3	-27	-25
CCc1cc2c(SCC(=O)c3ccc(C)cc3)ncnc2s1	-4	7	1	7	12	0.7	-7	-9	-17
COc1ccc(-c2c(=O)n(OCc3ccccc3[N+](=O)[O-])c3ccccc3[n+]2[O-])c(OC)c1	-3	-20	0	-6	13	-1.0	-4	-4	18
